DDE Tn7 FP inh: inhibitors of Tn7 peptide binding to fibrin DD(E), primary screen, biochemical, fluorescence polarization, human fibrin, Tn7 probe. inhibition, % at 8.3 µM. Fibrinogen beta chain (Homo sapiens), P02675. FP displacement of FITC-Tn7 peptide from fibrin DD(E); 0% = median of compound wells per plate. hit rate 0.13% among 370,000;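 active = inhibition above the mean of compounds falling within the control limits plus 3 SD of them, cut at about 14% in these data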;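 also: 0% = plate median of compound wells and 100% = 10 µM Aha-Tn7 peptide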
Target sequence (P02675 whole entry, looked up): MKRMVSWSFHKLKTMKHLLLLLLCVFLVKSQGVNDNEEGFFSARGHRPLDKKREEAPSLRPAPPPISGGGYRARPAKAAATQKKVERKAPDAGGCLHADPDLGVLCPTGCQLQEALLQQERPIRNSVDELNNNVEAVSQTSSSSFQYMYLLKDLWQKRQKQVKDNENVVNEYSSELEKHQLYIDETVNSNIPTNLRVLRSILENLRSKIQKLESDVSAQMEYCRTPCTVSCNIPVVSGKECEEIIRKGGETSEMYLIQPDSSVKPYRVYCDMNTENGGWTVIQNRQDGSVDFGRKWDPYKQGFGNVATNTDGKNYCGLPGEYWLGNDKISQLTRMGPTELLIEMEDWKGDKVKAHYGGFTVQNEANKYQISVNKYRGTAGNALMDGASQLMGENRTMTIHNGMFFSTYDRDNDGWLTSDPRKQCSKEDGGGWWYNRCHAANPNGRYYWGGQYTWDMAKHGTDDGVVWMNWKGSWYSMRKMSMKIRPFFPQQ
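Assay system: human fibrin DD(E). Input: DD(E) 2 µM final. Medium: Tris buffer with calcium and detergent, pH 7.8. Compound dosing: single point at 8.3 µM. Timing: 10 min plus 3 h, room temperature. Technique: fluorescence polarization of the labelled Tn7 tracer. Read-out: percent inhibition. Replicates: singlicate testing.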
KLK7 zymogen act: proKLK7 zymogen activators, primary screen, biochemical, fluorescence intensity | Kallikrein-7 (Homo sapiens), P49862 | purified proKLK7, EDANS-DABCYL substrate fluorescence; 100% is mature enzyme control, 0% vehicle | activation, % at 7 µM | hit rate 0.9% among 370,000;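 active = activation above the mean of all tested compounds plus 3 SD, computed per campaign excluding outliers beyond control limits, cut at about 13% in these data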
ARFGAP1 inh: inhibitors of rat ARFGAP1 GAP activity, primary screen, biochemical, fluorescence polarization, GDP tracer. ADP-ribosylation factor GTPase-activating protein 1 (Rattus norvegicus), Q62848. Arfgap1-stimulated ARF1 GTP hydrolysis, GDP FP detection. inhibition, % at 16.5 µM. hit rate 0.26% among 360,000;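 active = inhibition above a per-plate limit, mean inhibition of low control wells plus 3 SD, cut at about 25% in these data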;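 also: 0% = DMSO wells with enzyme and 100% = wells lacking Arfgap1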
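material = rat Arfgap1 catalytic domain, aa 1-136 | also added = human ARF1(Δ1-17)-GTP substrate | compound dosing = one concentration, 16.5 µM, DMSO 1.26% | times = GTP hydrolysis reaction 2 h at 25 °C | measured by = FP, GDP Alexa 633 tracer displaced from anti-GDP antibody, 620/688 nm | evaluation = percent inhibition of Arfgap1-stimulated GTP hydrolysis | replication = single well per compound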
TDP2 inh: human TDP2 enzyme inhibitors, primary screen, biochemical, epi absorbance, recombinant enzyme | Tyrosyl-DNA phosphodiesterase 2 (Homo sapiens), O95551 | T5PNP hydrolysis, p-nitrophenol absorbance 415 nm | inhibition, % at 12.8 µM | hit rate 0.34% among 370,000;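 active = inhibition above the mean of all tested compounds plus 3 SD, set per campaign, cut at about 25% in these data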;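 also: 0% = DMSO with enzyme and 100% = buffer with substrate but no TDP2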
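Material: recombinant human TDP2; quantity: TDP2 enzyme at 120 nM final; medium: Tris-HCl pH 7.5 with MgCl2; compound: single concentration, 12.8 µM nominal, with 1% DMSO; incubation: 2 h enzyme incubation at 37 °C; signal: epi absorbance; measure: percent inhibition; benchmarks: high control without enzyme, low control DMSO plus TDP2; repeats: singlicate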
ADAM10 inh: human ADAM10 inhibitors, primary screen, biochemical, QFRET, HTS; hit rate 0.62% among 370,000; inhibition, % at 7 µM; recombinant ADAM10, EDANS/DABCYL FRET peptide cleavage, 3 h; Disintegrin and metalloproteinase domain-containing protein 10 (Homo sapiens), O14672; AID 720582, 2013;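 active = inhibition above a per-campaign cutoff equal to the mean of compounds falling between control-based bounds plus 3 SD, cut at about 20% in these data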;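 also: 0% = DMSO wells while the 100% control is not disclosed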
Target sequence (O14672 214-748 limits assumed): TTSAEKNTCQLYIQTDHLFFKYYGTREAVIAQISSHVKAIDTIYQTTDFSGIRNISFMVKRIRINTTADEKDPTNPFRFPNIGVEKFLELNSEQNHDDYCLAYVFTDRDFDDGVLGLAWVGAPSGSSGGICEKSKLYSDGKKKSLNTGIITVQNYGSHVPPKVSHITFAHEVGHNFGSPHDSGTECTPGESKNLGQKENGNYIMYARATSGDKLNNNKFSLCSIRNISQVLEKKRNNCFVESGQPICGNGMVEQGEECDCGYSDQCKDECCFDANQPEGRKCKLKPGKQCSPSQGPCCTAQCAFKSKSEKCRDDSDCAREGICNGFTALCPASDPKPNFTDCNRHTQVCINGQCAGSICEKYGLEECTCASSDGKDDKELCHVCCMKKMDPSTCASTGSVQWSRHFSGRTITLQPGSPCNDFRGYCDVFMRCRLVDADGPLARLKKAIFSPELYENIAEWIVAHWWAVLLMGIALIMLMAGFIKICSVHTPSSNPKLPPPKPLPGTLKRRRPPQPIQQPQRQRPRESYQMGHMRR
ASAP1 GAP inh: inhibitors of human ASAP1 ArfGAP activity, primary screen, biochemical, fluorescence polarization | ASAP1-stimulated ARF1 GTP hydrolysis, GDP FP detection | hit rate 0.19% among 360,000 | inhibition, % at 16.5 µM; in the data active = inhibition above about 25%;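 also: 0% = vehicle with enzyme and substrate and 100% = no enzyme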
PLCg1 inh: PLC-gamma1 enzyme inhibitors, primary screen, biochemical, fluorescence, purified enzyme; AID 720700, 2013; inhibition, % at 12.2 µM; 1-phosphatidylinositol 4,5-bisphosphate phosphodiesterase gamma-1 (Homo sapiens), P19174; fluorogenic substrate; hit rate 0.84% among 370,000; in the data active = inhibition above about 9.5%
DDE Tn6 FP inh: inhibitors of Tn6 peptide binding to fibrin DD(E), primary screen, biochemical, fluorescence polarization, human fibrin, Tn6 probe | hit rate 0.21% among 370,000 | Fibrin DD(E) TRITC-Tn6 fluorescence polarization displacement | inhibition, % at 8.3 µM;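 active = inhibition above a per-campaign cutoff: mean of compounds within control limits plus 3 SD, cut at about 15% in these data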;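 also: 0% = median of all compound wells on the plate and 100% = blocking peptide control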
LEDGF integ inh: blockers of LEDGF/p75-dependent integrase strand transfer – biochemical, TR-FRET, high throughput, primary screen | HIV-1 integrase (with human LEDGF/p75) | TR-FRET IN-LEDGF/p75 DNA integration, Eu/Cy5 | inhibition, % at 3.7 µM | hit rate 0.64% among 370,000;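 active = inhibition above the screen-wide mean plus 3 SD, cut at about 13% in these data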;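 also: signal is the Cy5 over europium emission ratio at 671 and 618 nm; 0% = plate median of compound wells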
ADAM17 inh: ADAM17 inhibitors, primary screen, biochemical, QFRET | hit rate 0.83% among 370,000 | inhibition, % at 6.95 µM | recombinant ADAM17, EDANS/DABCYL FRET peptide cleavage | Disintegrin and metalloproteinase domain-containing protein 17 (Homo sapiens), P78536;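 active = inhibition above the mean of compounds lying between control limits plus 3 SD, set per campaign, cut at about 8.5% in these data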;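 also: 0% = DMSO-only wells as the low control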
The depositor's hits bear a star; i = inactive; x = not tested or not shown.

DDE Tn7 FP inh,KLK7 zymogen act,ARFGAP1 inh,TDP2 inh,ADAM10 inh,ASAP1 GAP inh,PLCg1 inh,DDE Tn6 FP inh,LEDGF integ inh,ADAM17 inh,molecule
3,-3.0,-8,-2,-39,5,-28,-11,1,-15,COc1ccccc1-c1sc2cc3c(cc2c1C#CCO)OCO3
-8,-0.5,4,0,-1,9,6,1,-3,-4,Cc1cc(C)n(CCC(=O)N=Nc2c(O)[nH]c3ccccc23)n1
4,-0.3,9,-3,5,8,0,-6,-5,-4,Cc1cc(=O)[nH]c2c(C)cc(S(=O)(=O)N3CCCCC3)cc12
-2,1.4,-7,11,3,-3,-1,-4,1,1,Cc1ccc(N2C(N)=C(C#N)C3(C(=O)N(C)c4ccccc43)C3=C2CC(C)(C)CC3=O)cc1Cl (configuration not stated)
8,-29,8,-2,-472,15,i,8,-4,-141,COc1ccc(-c2cc(C(F)F)n3ncc(C(=O)NCC4CCCO4)c3n2)cc1 (configuration not stated)
-3,-0.2,10,0,-1,4,0,-4,-1,-3,CCOC(=O)C1(Cc2ccccc2C)CCCN(C(=O)c2cc(C3CC3)[nH]n2)C1 (configuration not stated)
1,-0.1,-5,7,2,-11,-1,-1,3,1,COc1ccc(NC(=O)c2ccccc2NC(=O)C2CCCCC2C(=O)O)cc1 (configuration not stated)
-8,0.3,6,-13,6,-6,7,0,3,6,CCN1C(=O)C(CC(=O)Nc2ccc(Cl)cc2)N(NC(=O)c2ccncc2)C1=S (configuration not stated)
3,-0.5,5,0,10,-4,0,-7,0,-1,COc1ccc(OC)c(C2C=C(C34CC5CC(CC(C5)C3)C4)NC(=S)N2)c1 (configuration not stated)
-7,-0.4,10,-13,2,-17,4,2,1,-1,COC(=O)[C@H](CCSC)NC(=O)N1CCN(c2cccc(C(F)(F)F)c2)CC1
0,-0.2,8,1,-4,4,-2,10,1,-8,Cc1ccc(C2c3sc(=O)[nH]c3SC3C(=O)NC(=O)C32)cc1 (configuration not stated)
0,-0.6,6,-3,10,-10,7,-8,4,1,Cc1ccc(OC(=O)CCc2c(C)nc3ncnn3c2C)cc1
-6,-24,-4,18,-123,11,-110,-4,-3,-14,CC(=O)Nc1ccc(Nc2nc(C)nc3c2nnn3Cc2ccccc2Cl)cc1
-5,-0.3,1,-8,7,18,2,-7,-2,-1,Cc1c(C(=O)OCCN2CCCCC2)oc2ccccc12
0,1.4,9,1,-10,7,-6,4,1,-7,COc1ccc2c(c1)[nH]c1c(N3CCN(Cc4ccc5c(c4)OCO5)CC3)ncnc12
6,0.8,9,-4,-4,-1,-3,-4,-3,-4,O=C(N/N=C/c1ccco1)c1ccc(NC(=O)c2ccc(Cl)cc2)cc1
3,0.6,0,-14,-8,15,-1,6,1,0,O=C(CN1C(=O)COc2ccccc21)NCCCN1CCCCC1
6,-0.2,4,-4,-3,8,-2,4,0,-2,O=C(N/N=C/c1ccc(OC(=O)c2cccs2)cc1)c1ccccn1
4,-1.1,10,-1,-9,22,1,0,0,0,O=C(NN=Cc1c[nH]c2ccccc12)NN=Cc1c[nH]c2ccccc12
-5,0.0,0,-4,-26,1,-42,-2,-1,-9,CC(C)(C)NC(=O)CSC(=Nc1cccc(F)c1)NC#N
9,-0.8,-5,2,-60,4,-10,5,-1,-18,Cc1ccc2nc(-c3cccc(Cl)c3)c(Cc3ccsc3)n2c1
-7,0.6,4,7,-5,-2,0,-1,4,-2,O=C(NNC(=O)c1ccc2ccccc2c1)c1ccc(Cl)cc1
-1,-0.1,1,0,5,-1,-2,1,-4,-3,C=CCn1c(CCc2ccccc2)nnc1SCC(N)=O
1,0.3,-2,-3,7,-1,-4,-2,-2,-2,O=S(=O)(Nc1cccc(-c2ccc(N3CCCCCC3)nn2)c1)c1ccc(F)cc1
-4,0.3,-5,4,-4,10,3,4,1,-3,O=C1CCC(C(=O)N2CCSCC2)CN1CCc1ccccc1 (configuration not stated)
-2,-0.2,4,11,-1,-6,-3,1,0,-1,CCCCNC(=O)C1(N2C(=O)c3ccccc3C2=O)CCCC1
-42,0.2,14,0,-32,-4,-2,-11,2,-12,Cc1cc(=O)oc2cc(OCC(=O)Nc3ccc(F)cc3F)ccc12
7,-0.4,1,-3,-7,6,1,9,-1,-3,COc1ccc(Cc2nc(-c3cccnc3)no2)cc1OC
0,-0.3,-4,16,5,5,-1,-7,3,-3,O=C(CN1CCN(S(=O)(=O)c2ccccc2)CC1)NCCc1ccccc1
-6,-0.5,5,2,0,-7,-1,-8,-1,-4,Cc1cccc(C(=O)NC(=S)NNC(=O)Cc2ccccc2)c1

Rewritten with bars between the fields: part of the list above.
SMILES | DDE Tn7 FP inh | KLK7 zymogen act | ARFGAP1 inh | TDP2 inh | ADAM10 inh | ASAP1 GAP inh | PLCg1 inh | DDE Tn6 FP inh | LEDGF integ inh | ADAM17 inh
O=C1CCC(C(=O)N2CCSCC2)CN1CCc1ccccc1 (configuration not stated) | -4 | 0.3 | -5 | 4 | -4 | 10 | 3 | 4 | 1 | -3
Cc1cccc(C(=O)NC(=S)NNC(=O)Cc2ccccc2)c1 | -6 | -0.5 | 5 | 2 | 0 | -7 | -1 | -8 | -1 | -4

(cont.)
DDE Tn7 FP inh,KLK7 zymogen act,ARFGAP1 inh,TDP2 inh,ADAM10 inh,ASAP1 GAP inh,PLCg1 inh,DDE Tn6 FP inh,LEDGF integ inh,ADAM17 inh,molecule
-3,0.7,x,6,15,x,1,0,2,7,COc1ccc(S[C@]2(C(=O)N3CCOCC3)CC(=O)N(C(=O)CCc3ccccc3)[C@@H]2c2ccc(OC)cc2)cc1
5,0.1,-5,5,9,-17,-3,1,2,2,CCc1cccc(NS(=O)(=O)c2cccc3cccnc23)c1
-1,0.8,-12,6,1,-2,3,2,2,0,O=C(CCc1ccccc1)N1N=C(c2ccncc2)CC1(O)C(F)(F)F (configuration not stated)
-1,-0.3,14,-12,4,3,0,1,-4,-3,COc1cc(C(=O)Nc2ccc(C)cn2)c([N+](=O)[O-])cc1OC
8,-0.1,2,-7,1,-10,-2,-1,2,-4,COc1ccccc1N1CCN(C2CCN(S(=O)(=O)c3ccc(NC(C)=O)cc3)CC2)CC1
1,0.2,-1,7,0,0,1,1,-1,0,CC1(C)CC(=O)C2=C(C1)N(Cc1ccco1)C(=O)C2(NC(=O)c1cccnc1)C(F)(F)F (configuration not stated)
-13,0.5,6,-30,4,8,12*,0,2,3,O=C(NCC1CCCO1)C1CCN(S(=O)(=O)c2cc(Cl)ccc2Cl)CC1 (configuration not stated)
5,-0.3,5,-1,-3,-2,1,-1,1,-4,O=C(Nc1ccccc1N1CCN(c2ccccc2)CC1)c1cccc(F)c1
2,-0.4,10,-6,-7,-1,0,-3,-3,2,COC(=O)c1cn(C(C)C(=O)NCc2ccco2)c2ccccc12 (configuration not stated)
-2,0.0,9,3,-8,-1,-1,-1,-2,-4,CCCCCNc1ncnc2c(C)[nH]nc12

2 entries drawn at random from the list so far, as already listed:
DDE Tn7 FP inh,KLK7 zymogen act,ARFGAP1 inh,TDP2 inh,ADAM10 inh,ASAP1 GAP inh,PLCg1 inh,DDE Tn6 FP inh,LEDGF integ inh,ADAM17 inh,molecule
5,-0.3,5,-1,-3,-2,1,-1,1,-4,O=C(Nc1ccccc1N1CCN(c2ccccc2)CC1)c1cccc(F)c1
8,-0.1,2,-7,1,-10,-2,-1,2,-4,COc1ccccc1N1CCN(C2CCN(S(=O)(=O)c3ccc(NC(C)=O)cc3)CC2)CC1

(further entries)
DDE Tn7 FP inh,KLK7 zymogen act,ARFGAP1 inh,TDP2 inh,ADAM10 inh,ASAP1 GAP inh,PLCg1 inh,DDE Tn6 FP inh,LEDGF integ inh,ADAM17 inh,molecule
-4,0.9,-1,4,15,2,2,-5,0,5,COc1ccc(CN(CCC(c2ccccc2)c2ccc(OC(C)C)cc2)C(=O)CCl)cc1OC (configuration not stated)
4,-0.6,15,6,-1,-2,-21,-1,-1,-4,CNC(=O)c1c(NC(=O)C2=COCCO2)sc2c1CCC(C)C2 (configuration not stated)
0,-0.5,4,0,-2,3,1,-3,4,-3,CN(Cc1ccc(Cl)c(Cl)c1)C(C(=O)NCc1ccccc1)c1ccc(C(F)(F)F)cc1 (configuration not stated)
0,-0.4,6,-9,10,5,1,1,0,1,COc1ccc(/C=C/C(=O)OCC(=O)c2c(N)n(C)c(=O)n(C)c2=O)cc1
1,0.5,4,0,8,5,1,-2,3,1,Cc1ccc(NC(=O)COC(=O)COc2ccc(Cl)cc2)c([N+](=O)[O-])c1
2,0.4,-7,7,4,9,0,0,0,-6,Cc1nnc(NC2=NCCC2)s1
0,-0.1,-3,-4,5,-12,1,2,2,-1,Cn1c(=O)c2c(nc(CN3CCCCC3)n2CCc2ccccc2)n(C)c1=O
4,0.4,-2,-13,3,-7,3,7,1,-1,O=C1CSC(c2cccc([N+](=O)[O-])c2)N1C1CC2CCC1C2 (configuration not stated)

High-throughput results as filed in PubChem BioAssay.
